UBC13 polyUb = inhibitors of human UBC13 polyubiquitin chain formation. P61088. TR-FRET. inhibition, % at 20 µM. hit rate 0.47% among 330,000. AID 485273; in the data active = inhibition above about 45%, passing the limit was not always enough
Target sequence (P61088 whole entry, looked up): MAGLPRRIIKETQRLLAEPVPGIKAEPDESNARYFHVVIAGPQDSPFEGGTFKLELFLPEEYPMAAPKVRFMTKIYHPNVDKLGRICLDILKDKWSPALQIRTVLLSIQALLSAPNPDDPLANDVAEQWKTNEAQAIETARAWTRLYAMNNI
SENP1 inh = inhibitors of human SENP1 SUMO protease catalytic domain. recombinant SENP1 catalytic domain, CyPet-SUMO1-YPet FRET cleavage. hit rate 0.21% among 360,000. inhibition, % at 10 µM. Q9P0U3;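 active = inhibition at least 30% at 10 µM, raw YFP signal under a set limit, fluorescence ratio 0.5 to 1.5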;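 also: 0% = enzyme with DMSO and 100% = no enzyme wells; some results filed as inactive read as strong as hits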
Target sequence (Q9P0U3 419-644 limits assumed): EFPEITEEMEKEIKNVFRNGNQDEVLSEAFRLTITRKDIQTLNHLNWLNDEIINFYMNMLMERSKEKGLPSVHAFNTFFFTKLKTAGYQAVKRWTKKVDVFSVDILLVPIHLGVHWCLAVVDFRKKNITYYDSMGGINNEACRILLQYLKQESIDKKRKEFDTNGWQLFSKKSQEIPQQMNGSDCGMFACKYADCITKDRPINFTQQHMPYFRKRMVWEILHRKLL
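system = hSENP1 catalytic domain, recombinant | reagent = SFCypet-SUMO1-SFYpet substrate at 25 nM | doses = one dose per compound, 10 µM, 0.5% DMSO | incubation = enzyme reaction for 50 min at room temperature, dark | measured by = FRET, CFP and YFP emission | controls = no-enzyme low, enzyme-DMSO high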
SENP6 inh = inhibitors of human SENP6 protease | Q9GZR1 | inhibition, % at 10 µM | AID 2599 | hit rate 1.8% among 330,000 | Recombinant SENP6 catalytic domain, aminoluciferin luminescence;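 active = inhibition above about 50% at the single tested dose, limit read from the data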;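 also: plate controls were DMSO wells with enzyme for no effect and DMSO wells lacking enzyme for full effect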
SENP8 block-1 = inhibitors of human SENP8 protease; Q96LD8; recombinant SENP8, Nedd8 substrate fluorescence; inhibition, % at 20 µM; hit rate 0.64% among 360,000; AID 602440; in the data active = inhibition mostly above about 40%, no sharp cut-off; inactive = mostly below about 27%
Target sequence (Q96LD8 whole entry, looked up): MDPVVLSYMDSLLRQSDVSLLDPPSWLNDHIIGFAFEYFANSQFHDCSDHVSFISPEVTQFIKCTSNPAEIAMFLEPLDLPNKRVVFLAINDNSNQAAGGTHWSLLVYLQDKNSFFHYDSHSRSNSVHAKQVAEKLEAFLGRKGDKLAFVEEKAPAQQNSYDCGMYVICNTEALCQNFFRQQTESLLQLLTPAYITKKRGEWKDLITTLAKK
A3G deaminase = inhibitors of human APOBEC3G DNA deaminase | recombinant A3G, ssDNA deamination FAM/TAMRA fluorescence | inhibition, % at 20 µM | hit rate 0.28% among 330,000;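 active = inhibition of at least 40% at 20 µM, with no more than 30% in the related APOBEC3A deaminase screen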;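 also: plate controls were DMSO wells with A3G for no effect and wells lacking A3G enzyme for full effect; some compounds called inactive have numbers as strong as hits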
Target sequence (Q9HC16 whole entry, looked up): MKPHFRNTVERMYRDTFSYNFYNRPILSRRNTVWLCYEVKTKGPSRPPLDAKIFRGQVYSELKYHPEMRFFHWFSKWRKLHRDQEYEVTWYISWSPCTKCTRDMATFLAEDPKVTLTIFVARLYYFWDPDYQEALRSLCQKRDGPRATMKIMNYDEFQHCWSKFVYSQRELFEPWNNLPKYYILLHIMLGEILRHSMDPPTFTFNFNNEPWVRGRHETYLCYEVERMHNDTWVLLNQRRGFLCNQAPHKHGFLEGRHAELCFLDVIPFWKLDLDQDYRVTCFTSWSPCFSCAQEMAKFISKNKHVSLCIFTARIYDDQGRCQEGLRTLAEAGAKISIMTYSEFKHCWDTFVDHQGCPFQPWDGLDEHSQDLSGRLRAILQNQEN
SENP8 block-2 = inhibitors of human SENP8 protease. AID 2540. inhibition, % at 10 µM. hit rate 1.2% among 330,000. purified SENP8, Z-RLRGG-aminoluciferin cleavage, luminescence; in the data active = inhibition above about 50%
SENP7 inh = inhibitors of human SENP7 protease; hit rate 1.5% among 330,000; inhibition, % at 5 µM; AID 434973; recombinant SENP7, Z-RLRGG-aminoluciferin luminescence, 40 min;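 active = inhibition above about 50% at the single test dose, limit read from the data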;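 also: plate controls were DMSO with enzyme for no effect and no enzyme buffer wells for full effect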
Apaf-1 inh = blocks human Apaf-1 apoptosome activity. reconstituted apoptosome caspase-3 activity, DEVD-Rh110 fluorescence. inhibition, % at 20 µM. hit rate 0.71% among 330,000; active = inhibition of at least 40% at 20 µM;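 also: plate controls were DMSO wells for no effect and DEVD-CHO caspase inhibitor wells for full effect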
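Material: reconstituted apoptosome with Apaf-1, cytochrome c, caspase-9, procaspase-3, dATP. Technique: Rh110 fluorescence intensity. Buffer or medium: pH 7.5 Hepes buffer with CHAPS, BSA, DTT. Times: 30 min plus 50 min, RT.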
Numbers without * were called inactive.

SMILES	UBC13 polyUb	SENP1 inh	SENP6 inh	SENP8 block-1	A3G deaminase	SENP8 block-2	SENP7 inh	Apaf-1 inh
CCOc1cc(OCC)c(C(C)=O)cc1OCC	-10	0	0	-90	-11	-17	-9	9
Cc1ccc(NC(=O)CN2C(=O)S/C(=C\c3cc(C)n(-c4cccc(C(=O)O)c4)c3C)C2=O)cc1	-9	-69	2	-148	-4	0	4	6
CCC(C)NC(=O)C1c2ccccc2C(=O)N1Cc1ccc(F)cc1 (stereo unspecified)	3	4	1	13	-8	-3	1	-1
COc1ccc(OCC(O)CN2CCN(Cc3ccc4c(c3)OCO4)CC2)cc1 (stereo unspecified)	-1	4	-9	13	-2	-6	6	5
COc1ccc(C2SCC(=O)N2c2ccc(C)cc2)cc1 (stereo unspecified)	-7	-1	12	13	-8	-18	-14	5
COC(=O)C1=C(C)N(Cc2ccc(C)cc2)C(=O)/C1=C\c1ccc(O)c(OC)c1	-47	0	-6	9	-1	-8	2	5
O=C(CSC1=NCCN1)NC12CC3CC(CC(C3)C1)C2	17	-1	0	18	-9	9	1	-18
CCOc1ccc(NC(=O)CN(C)S(=O)(=O)c2ccc(-c3ccc(=O)[nH]n3)s2)cc1	-16	-2	-17	16	-1	2	-7	-86
CCc1ccccc1NC(=O)c1ccc2nc(N3CCOCC3)sc2c1	-4	1	-11	-7	-2	-13	6	2
CCN(CCn1cccn1)C(=O)CCc1nnc(C2(c3ccc(Cl)cc3)CCC2)o1	2	-1	-16	15	-3	-2	3	-5
O=C(COC(=O)c1ccccc1C(=O)c1ccc(Cl)cc1)NC(c1ccccc1)c1ccccc1	4	0	-8	11	-4	-1	-2	14
CCCS(=O)(=O)c1c(S(=O)(=O)CCC)c2c(C)cccn2c1C(N)=O	-5	-1	-2	-29	-6	-3	-3	-3
Brc1ccc(C2CC(c3ccccc3)=Nc3ccccc3N2)cc1 (stereo unspecified)	3	-33	81*	-70	-3	34	2	-1
CCCn1c(=O)c(C(=O)NCc2ccco2)c(O)c2ccccc21	32	2	-6	-24	2	-2	-2	5
CCc1ccc(NC(=O)CN(c2cc(C)cc(C)c2)S(=O)(=O)c2c(C)[nH]c(=O)[nH]c2=O)cc1	-16	0	-10	5	-4	3	3	2
O=C(Nc1ccc(F)cc1)c1ccccc1NS(=O)(=O)N1CCCC1	6	1	-8	-298	1	0	11	5
COc1ccc(NC(=O)/C=C/C(=O)O)cc1Cl	-3	2	-14	21	-5	-3	0	-15
Cc1cc(C)n(-c2cc(C)c(C)cc2Br)n1	-12	2	-2	6	4	-4	8	7
CCn1c(SCC(=O)N2CCCCC2)nnc1-c1ccc(S(=O)(=O)N2CCN(C)CC2)cc1	6	-1	9	5	-3	5	-3	-7
O=C(CN1CCN(c2nc(-c3ccc(F)cc3)cs2)CC1)NCc1ccc2c(c1)OCO2	15	-1	-4	6	-5	-8	12	-5
Cc1ccc2nc3c(c(C(=O)O)c2c1)CCC3	-6	-2	-10	-2	8	6	-3	-18
CC(C)N(Cc1ccccc1)S(=O)(=O)N(C)C	5	1	-7	19	2	5	0	2
O=Cc1ccc(-n2nncc2-c2ccc([N+](=O)[O-])cc2)cc1	3	1	11	13	-5	6	-3	-6
CC1(C)CC(=O)C2=C(C1)c1c(ccc3ccccc13)NC2c1ccc(OCC(=O)O)cc1 (stereo unspecified)	-1	-62	15	-412	1	-5	-5	2
CCOc1ccc(N(CC(=O)Nc2ccccc2C(=O)N2CCOCC2)S(=O)(=O)c2ccc(F)cc2)cc1	2	1	-6	17	-4	-11	-8	1
CCOC(=O)N1CCN(C(=O)C2CCN(C(=O)c3cc(OC)cc(OC)c3)CC2)CC1	-4	2	9	5	-3	0	8	-1
CC1(C)Cc2c(sc(NC(=O)C(=O)NCCCN3CCOCC3)c2C(N)=O)CO1	83*	-2	3	8	-5	4	3	-3
Cc1c(C)n(CC(O)CN2C(=O)c3ccccc3S2(=O)=O)c2ccccc12 (stereo unspecified)	8	-1	-8	22	-3	-4	-4	11
c1cn(CC2(Cn3ccnc3)COC2)cn1	-1	2	-1	16	10	-3	2	-12
CCOc1ccc(-c2cn3ccccc3n2)cc1	0	-3	49	-410	-5	66*	72*	7
CCOP(=O)(OCC)c1nc(-c2cccc([N+](=O)[O-])c2)oc1N1CCCCC1	-3	1	-8	-19	-4	1	-2	2
Cn1nnnc1SCC(=O)N1c2ccccc2Sc2ccc(Cl)cc21	-1	0	-7	10	-4	3	-2	5
O=C(NCc1ccco1)c1cc2cc3ccc(Cl)cc3nc2o1	-4	-1	0	-105	0	2	3	4
COc1ccc2c(c1)-c1ccccc1S(=O)(=O)N2C(C)=O	7	-12	-7	-290	-6	-2	-7	-7
Cc1cc(N2CCCCC2)nc(N2CCCCC2)n1	-6	1	-3	10	1	4	8	-1
Oc1c(C(c2ccccc2)N2CCc3ccccc3C2)sc2ncnn12 (stereo unspecified)	5	1	-10	16	-7	3	-6	6
O=C(NNC(=O)c1cccnc1)NC12CC3CC(CC(C3)C1)C2	-15	4	1	6	-5	-9	5	-4
CCCCSCCCNC(=O)C1CCC(CNS(=O)(=O)c2ccc(NC(C)=O)cc2)CC1 (stereo unspecified)	2	3	-5	14	-7	-7	-2	5
CN(CC(=O)Nc1ccc(F)cc1)C(=O)CSc1nncs1	3	1	10	5	-8	0	-3	2
O=C(c1ccco1)N1CCN(C(=O)N2CCOCC2)CC1	2	5	-2	13	-3	-1	3	-21
CCc1ccc(OCCCC(=O)Nc2nccs2)cc1	0	2	-10	22	-8	-10	-4	8
O=C(Nc1cnccn1)Nc1ccccc1F	2	2	28	3	-6	2	27	11
COc1cc2[nH]c(=O)n(Cc3ccccc3Cl)c(=O)c2cc1OC	8	0	-3	-17	1	0	8	3
N#CC1=C(N)C2=CCCC[C@H]2[C@H](c2ccccc2)C1(C#N)C#N	-5	-26	-20	-104	-7	-8	-2	0
Cc1ccc(CCC(=O)Nc2ccc(CC(=O)O)cc2)o1	-10	-2	-22	12	-6	-5	-8	1
Cc1ccccc1NC(=O)COc1coc(CN2CCN(Cc3ccccc3)CC2)cc1=O	-1	0	-14	0	-9	-11	19	-3
COc1ccc(Cc2nnc(SCC(=O)Nc3ccc(C)cc3C)[nH]c2=O)cc1	-4	1	-13	1	6	-2	0	0
CCOC(=O)C1=C(N)OC2=C(C(=O)CC(C)(C)C2)C1c1ccc(C)s1 (stereo unspecified)	0	-1	-11	9	-4	-2	10	10
Cc1cc2nn(-c3cccc4ccccc34)nc2cc1N	6	-17	13	-353	-4	-4	12	28
COc1ccc(N2CCN(C(=O)c3sc4nc(-c5ccc(F)cc5)cn4c3C)CC2)cc1	11	2	4	4	2	0	-6	-7
O=C(OCc1ccc(Cl)c(Cl)c1)c1cnccn1	1	2	9	45*	-5	-17	1	14
Cc1[nH]c(=S)c(C#N)c(C)c1CC(=O)c1ccc(Br)cc1	4	-2	13	17	-11	1	0	1
CCOC(=O)C(C)Sc1nc2c([nH]c3ccccc32)c(=O)n1C (stereo unspecified)	0	-4	-7	-9	-2	6	1	0
O=C(Nc1nnc(SCc2ccccn2)s1)C1CC(=O)N(c2ccc(F)cc2)C1 (stereo unspecified)	-16	4	-2	-15	-8	3	1	-3
Cn1c(=O)c(=O)n(C)c2cc([N+](=O)[O-])c([N+](=O)[O-])cc21	-10	2	40	25	-12	7	8	-18
COc1ccc(-c2nn(-c3ccccc3)cc2CO)cc1OC	-3	1	-13	8	-11	-5	-14	-1
COc1ccccc1CNC(=O)c1csc2c1CCCC2	3	-1	2	7	-6	-9	-3	-8
COc1cc(NC(=O)c2cccs2)c(OC)cc1NC(=O)c1cccs1	-8	-57	-8	-6	-2	-7	13	-5
COc1ccc(NC(=O)c2cncc(Br)c2)cc1S(=O)(=O)N1CCCCC1	-2	0	2	0	-6	4	5	-3
O=C(OCC(=O)c1ccc(Cl)cc1Cl)c1ccccn1	-17	0	4	3	-2	-25	24	5
More results.
SMILES	UBC13 polyUb	SENP1 inh	SENP6 inh	SENP8 block-1	A3G deaminase	SENP8 block-2	SENP7 inh	Apaf-1 inh
CC(C)Oc1cccc(C2NC(=O)c3ccccc3O2)c1 (stereo unspecified)	7	-1	8	-27	-8	-2	3	4
CC(=O)c1cccc(NC(=O)CN(c2ccc(C)cc2)S(=O)(=O)c2cccc3nonc23)c1	-6	2	8	11	-4	5	5	9
CCOc1ccc(-n2nnnc2-c2nc3ccccc3s2)cc1	10	-3	15	-402	-7	9	-9	10
COc1ccc(Nc2nc(N)c([N+](=O)[O-])c(NCCO)n2)cc1	3	3	-10	26	-6	-8	4	-18
O=C(c1ccc(F)cc1)N1CCN(c2ccccn2)CC1	5	0	13	2	-9	-3	0	-13
Cc1cccc(NC(=O)CN2C(=O)COc3ccc(Cl)cc32)c1	-3	2	-20	6	-6	-2	-7	-12
O=C(COC(=O)c1cccc(Cl)c1Cl)NCCN1C(=O)CSC1=O	6	1	-3	18	-4	-5	-3	-3
COc1ccc(C2=NOC(Cn3nc(C(=O)NCC4CC4)cc3-c3ccccc3)C2)cc1 (stereo unspecified)	3	1	-4	8	-9	-11	5	14
O=C(Cc1cccs1)N1CCN=C1SCc1ccc(Br)cc1	-1	-10	-6	9	-14	0	-2	-11
Cn1cnnc1Sc1nc2ccccc2nc1NS(=O)(=O)c1ccccc1	-5	-100	-5	-183	7	4	5	4
COc1cccc(CNCC(=O)N2C(C)CCCC2C)c1 (stereo unspecified)	2	-1	-11	23	-2	1	0	-18
CCC(=O)c1ccc(OCC(O)Cn2nc(C)c(C(C)=O)c2C)cc1 (stereo unspecified)	9	2	-3	10	-3	3	0	-6
N#Cc1ccc2ccn(CC(=O)NC3CCCCC3)c2c1	-3	0	3	-103	-1	-2	5	-9
c1nc(NCC2CCCO2)c2[nH]cnc2n1 (stereo unspecified)	19	2	2	14	-3	4	3	-19
NC(=O)c1ccc(-n2nnnc2Oc2ccccc2C(=O)N2CCOCC2)cc1	2	1	-23	20	-5	11	-3	-5
CN(c1ccccc1)S(=O)(=O)c1ccc(-c2ccccc2)cc1	-2	2	15	25	-7	2	5	5
CCS(=O)(=O)Nc1cccc(C2=NN(S(=O)(=O)c3ccccc3)C(c3cccs3)C2)c1 (stereo unspecified)	7	-10	-6	10	-7	-7	3	16
CCNC(=O)COC(=O)c1csc2c1CCCC2	-9	-1	6	14	-4	-5	-7	3
Nn1c(Cc2cccc3ccccc23)nnc1SCCOc1ccc(Br)cc1	12	2	-5	6	0	-1	3	20
Brc1ccc(OCc2cn3ccccc3n2)cc1	-14	0	12	-3	-14	36	49	3
COc1ccccc1Nc1nc(-c2sc(NC(=O)C(C)(C)C)nc2C)cs1	-20	-8	6	-30	-2	0	4	1

A section from the list above:
SMILES	UBC13 polyUb	SENP1 inh	SENP6 inh	SENP8 block-1	A3G deaminase	SENP8 block-2	SENP7 inh	Apaf-1 inh
CN(c1ccccc1)S(=O)(=O)c1ccc(-c2ccccc2)cc1	-2	2	15	25	-7	2	5	5
CCS(=O)(=O)Nc1cccc(C2=NN(S(=O)(=O)c3ccccc3)C(c3cccs3)C2)c1 (stereo unspecified)	7	-10	-6	10	-7	-7	3	16

Record cards, as listed above:
COc1ccccc1Nc1nc(-c2sc(NC(=O)C(C)(C)C)nc2C)cs1 is listed as UBC13 polyUb = -20; SENP1 inh = -8; SENP6 inh = 6; SENP8 block-1 = -30; A3G deaminase = -2; SENP8 block-2 = 0; SENP7 inh = 4; Apaf-1 inh = 1
Brc1ccc(OCc2cn3ccccc3n2)cc1 is listed as UBC13 polyUb = -14; SENP1 inh = 0; SENP6 inh = 12; SENP8 block-1 = -3; A3G deaminase = -14; SENP8 block-2 = 36; SENP7 inh = 49; Apaf-1 inh = 3
CN(c1ccccc1)S(=O)(=O)c1ccc(-c2ccccc2)cc1 is listed as UBC13 polyUb = -2; SENP1 inh = 2; SENP6 inh = 15; SENP8 block-1 = 25; A3G deaminase = -7; SENP8 block-2 = 2; SENP7 inh = 5; Apaf-1 inh = 5

High-throughput results: PubChem, Sanford-Burnham Center for Chemical Genomics
